# Screening data from PubChem.
# JMJD2E inh – qHTS Assay for Inhibitors of Human Jumonji Domain Containing 2E (JMJD2E). JMJD2E catalytic domain, FDH-coupled NADH fluorescence (FDH is formaldehyde dehydrogenase). Potency, µM (top dose mostly 57.1 µM), for the others: at the top dose activity change, negative = inhibition, usual class: inhibitors. hit rate 1.6% among 230,000; active = well fitted inhibition curve with a large enough effect, not every such curve was filed as active; inconclusive = small, poorly fitted or top-dose-only effect, or another doubt; inactive = no such curve, though single readings can be large or run the other way;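 note: 0% = wells with enzyme and -100% = buffer wells without enzyme; nearly all actives have a fitted effect of over 50% in size; many of its hits are not listed in these tables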
# Target sequence (B2RXH2 1-337 limits assumed): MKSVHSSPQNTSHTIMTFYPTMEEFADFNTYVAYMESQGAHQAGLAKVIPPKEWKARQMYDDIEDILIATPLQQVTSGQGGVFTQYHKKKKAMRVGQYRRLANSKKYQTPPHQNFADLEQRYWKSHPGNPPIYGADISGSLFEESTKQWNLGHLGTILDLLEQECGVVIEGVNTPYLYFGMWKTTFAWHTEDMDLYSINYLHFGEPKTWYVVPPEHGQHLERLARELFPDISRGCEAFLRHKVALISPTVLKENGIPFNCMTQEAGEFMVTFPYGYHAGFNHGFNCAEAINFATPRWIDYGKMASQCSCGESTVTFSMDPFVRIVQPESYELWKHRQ
# Tau fibril ThT – qHTS for Inhibitors of Tau Fibril Formation, Thioflavin T Binding; AID 1460, 2008; Microtubule-associated protein tau (Homo sapiens), P10636; hit rate 2.1% among 270,000; recombinant tau K18 P301L (four-repeat tau fragment), heparin-induced fibrillization, ThT fluorescence; Potency, µM (titrated, usually from 57.4 µM), for inactives: at the highest dose activity, negative = inhibition, actives largely listed as inhibitors; note: % is set by controls: 0 for no effect and ±100 for the full control effect; nearly all actives have a fitted effect of over 55% in size
# Target sequence (P10636 561-689 P618L limits assumed): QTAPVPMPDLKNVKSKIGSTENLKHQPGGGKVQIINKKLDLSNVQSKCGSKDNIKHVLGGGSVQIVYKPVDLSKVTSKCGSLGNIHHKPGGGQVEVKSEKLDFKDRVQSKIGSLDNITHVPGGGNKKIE
#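 Heparin-induced (20 uM) aggregation of recombinant human K18 P301L tau, 15 uM unlabeled with 0.24 uM labeled, pH 7 acetate buffer, 6 hr at 37 C with compound. Fibrils quantified by 30 uM ThT fluorescence after 1 hr ambient incubation.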
# ALDH1A1 inh – qHTS Assay for Inhibitors of Aldehyde Dehydrogenase 1 (ALDH1A1); Purified ALDH1A1, NADH fluorescence, propionaldehyde substrate; Aldehyde dehydrogenase 1A1 (Homo sapiens), P00352; Potency, µM (series often up to 75.3 µM), for inactives: top-dose activity, negative = inhibition, actives largely listed as inhibitors; AID 1030, 2008; hit rate 7.3% among 220,000; active = well fitted inhibition curve with a large enough effect, not every such curve was filed as active; inconclusive = small, poorly fitted or top-dose-only effect, or another doubt; inactive = no such curve, though single readings can be large or run the other way;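 note: plate controls were no enzyme wells and a reference inhibitor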
# RECQ1 inh – qHTS Assay for Inhibitors of RecQ-Like Dna Helicase 1 (RECQ1); RECQ1 DNA unwinding, red fluorescence kinetic read; Potency, µM (highest dose often 57.3 µM), without a hit: top-dose activity, negative = inhibition, usual class: inhibitors; hit rate 0.54% among 240,000; AID 2549, 2010;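 note: plate controls were vehicle for no effect and no enzyme for full effect; nearly all actives have a fitted effect of over 30% in size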
# Target sequence (P46063 whole entry, looked up): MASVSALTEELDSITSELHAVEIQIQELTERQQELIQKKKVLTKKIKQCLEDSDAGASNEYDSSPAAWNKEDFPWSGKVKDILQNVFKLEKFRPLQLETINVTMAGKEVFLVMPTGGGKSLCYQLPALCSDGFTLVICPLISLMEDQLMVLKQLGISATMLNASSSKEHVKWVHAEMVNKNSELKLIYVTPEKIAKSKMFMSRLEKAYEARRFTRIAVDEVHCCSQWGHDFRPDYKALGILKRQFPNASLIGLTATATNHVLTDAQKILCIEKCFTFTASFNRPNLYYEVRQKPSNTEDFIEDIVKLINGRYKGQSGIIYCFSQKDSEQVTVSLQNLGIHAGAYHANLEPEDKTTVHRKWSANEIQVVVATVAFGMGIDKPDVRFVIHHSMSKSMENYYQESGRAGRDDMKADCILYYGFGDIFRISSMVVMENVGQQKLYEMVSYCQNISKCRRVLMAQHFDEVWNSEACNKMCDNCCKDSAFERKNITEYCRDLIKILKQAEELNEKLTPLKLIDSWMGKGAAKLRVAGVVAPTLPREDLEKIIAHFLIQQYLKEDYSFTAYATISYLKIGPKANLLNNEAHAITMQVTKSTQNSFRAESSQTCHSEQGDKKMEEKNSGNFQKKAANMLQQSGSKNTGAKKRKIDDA
#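 RECQ1T1 50 nM; forked duplex (20 bp + 30-nt ss tails) 200 nM, ATP 2 mM final; pH 8.0, 2 mM MgCl2, 2.5 ug/ml poly(dI-dC); 15 min compound preincubation; discontinuous kinetic read over 2 h at RT.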
# LMNA splice mod – qHTS Assay for Modulators of Lamin A Splicing; HeLa LMNA splicing GFP/RFP minigene ratio, 48 h; Potency, µM (top dose mostly 46.1 µM), for the others: at the highest dose ratio change, negative = inhibition, hits mostly inhibitors; hit rate 0.01% among 200,000; AID 1487, 2009; active = well fitted inhibition curve with a large enough effect in the signal ratio, with a control signal flat, not every such curve was filed as active; inconclusive = small, poorly fitted or top-dose-only effect, or effect the other way, or a change in a side signal; the % refers to the signal ratio; note: % is set by controls: 0 for no effect and ±100 for the full control effect
#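 S3 HeLa stable clones carrying a lamin A-EGFP splicing minigene plus DsRed2 were seeded at 600 cells/well in Opti-MEM with 2% FBS, pin-dosed and incubated 48 h at 37°C. Acumen cytometry (488 nm) gave the GFP/RFP total-intensity ratio.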
# Luc counter – Counterscreen for Luciferase (Kinase-Glo TM) Inhibition; Luciferin 4-monooxygenase (Photuris pensylvanica), Q27757; Kinase-Glo luciferase, ATP luminescence, 8 min; Potency, µM (highest dose often 38.3 µM), for inactives: top-dose activity change, negative = inhibition, usual class: inhibitors; hit rate 0.28% among 200,000; AID 1379, 2008; note: % is set by controls: 0 for no effect and ±100 for the full control effect; nearly all actives have a fitted effect of over 60% in size
#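 Luminescence was the read-out, taken after 8-minute incubation at ambient temperature. Luciferase turned over luciferin with 10 uM ATP in imidazole pH 7.2 buffer containing KCl, MgCl2, Tween 20 and BSA.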
# SMN2 splice up – qHTS Assay for Enhancers of SMN2 Splice Variant Expression; Potency, µM (top dose mostly 46.1 µM), inactives show at the highest dose activity change, positive = activation, hits mostly activators; HEK293 SMN2-luciferase splicing reporter, luminescence, 30-36 h; hit rate 2.8% among 210,000; note: % of control where 0% means no effect; nearly all actives have a fitted effect of over 55% in size
#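 qHTS luciferase splicing reporter: luminescence rises when SMN2 exon 7 is included in transfected HEK293 cells. Compound exposure lasted 30-36 h at 37C, with 4.5 mM final sodium butyrate as control, followed by a ONE-Glo read.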
# L3MBTL1 inh – qHTS Assay for the Inhibitors of L3MBTL1 | AlphaScreen L3MBTL1–H3K9me1 peptide binding | Potency, µM (doses to about 57.1 µM), inactives show at the highest dose activity, negative = inhibition, hits mostly inhibitors | hit rate 0.66% among 230,000 | Lethal(3)malignant brain tumor-like protein 1 (Homo sapiens), Q9Y468; note: % is set by controls: 0 for no effect and ±100 for the full control effect; nearly all actives have a fitted effect of over 60% in size
#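 AlphaScreen assay: L3MBTL1 (50 nM final) was preincubated 30 min at room temperature with biotinylated H3(1-15)K9me1 peptide (75 nM final), then 30 min with library compounds; streptavidin donor and nickel chelate acceptor beads (10 ug/mL final) added, 30 min dark.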
# * marks the source's active call; other numbers are inactive results; i = inactive; ? = inconclusive; · = no result given; [ ] = remark or other dose. Unless noted, calls come from the whole dose curve; as a rule, active = well fitted curve in the direction sought with a large enough effect; inconclusive = small, poorly fitted or top-dose-only effect, or another doubt; inactive = no such curve, though single readings can be large; an effect the other way counts as inactive or inconclusive. Potency is the fitted concentration of half-maximal effect.
# Values run as follows: JMJD2E inh	Tau fibril ThT	ALDH1A1 inh	RECQ1 inh	LMNA splice mod	Luc counter	SMN2 splice up	L3MBTL1 inh
- CCOC(=O)N1CCN(C(=O)Cn2ccc3ccccc3c2=O)CC1
  ?	-8.7%	-5.5%	-4.2%	-14.6%	0.4%	-7.9%	-2.0%
- CSc1cccc(NC(=O)C2CCN(S(=O)(=O)c3ccc(F)cc3)CC2)c1
  5.2%	7.2%	-2.4%	i	?	-2.3%	-18.2%	·
- O=C(O)c1nc(N2CCCC2)ncc1Cl
  -17.0%	-4.6%	?	-3.0%	5.7%	3.6%	-0.9%	·
- CCCCNC(=O)C1CCN(S(=O)(=O)c2c(C)noc2/C=C\c2ccc(OC)cc2)CC1
  -21.3%	-2.4%	6.8%	-7.1%	9.1%	-1.1%	0.1%	3.5%
- COc1ccc(Br)cc1CNc1ccc(O)cc1
  ?	12.6µM*	10µM*	28.2µM*	-5.0%	-1.4%	13.8%	?
- O=C(NC1CCCC1)c1cc(Cl)ccc1[N+](=O)[O-]
  6.1%	-13.9%	8.8%	-10.4%	23.6%	0.0%	7.5%	4.6%
- COc1cccc(C2C=C(c3ccc(Br)s3)Nc3ncnn32)c1OC (stereo unspecified)
  ?	5.6%	?	0.9%	?	-3.1%	-31.7%[inhibitor]	-11.8%
- Cc1ccc(S(=O)(=O)N2CCN(C(=O)/C=C/c3ccco3)CC2)cc1
  -2.7%	3.3%	22.4µM*	5.4%	-12.0%	2.5%	-5.4%	28.2µM*
- Cc1ccc(C(=O)NC(=S)NCC2CCCO2)cc1 (stereo unspecified)
  1.8%	-4.2%	-0.2%	1.6%	2.2%	-2.5%	14.1µM*	0.3%
- COc1ccc(/C=N/n2c(-c3cc(C)[nH]n3)n[nH]c2=S)cc1
  -14.3%	-20.3%	·	0.0%	·	·	·	-6.2%
- O=C1CC(N2CCC(c3nc4ccccc4s3)CC2)C(=O)N1 (stereo unspecified)
  3.9%	-2.2%	11.9%	-1.8%	0.9%	0.3%	-7.3%	2.0%
- CCCn1nnc(NC(=O)c2cccc(OCC)c2)n1
  -2.6%	-10.1%	-7.5%	-3.9%	0.5%	-2.6%	17.8µM*	-10.5%[11.4 µM]
- COc1cc(N/C=C(\C(C)=O)c2ccccc2)cc(OC)c1
  -11.8%	-14.6%	?	-0.7%	-1.9%	2.1%	-29.7%	-8.0%
- CCOC(=O)C(Sc1nn(C)c(=S)s1)C(C)=O (stereo unspecified)
  ?	-17.2%	?	-5.1%	2.1%	0.1%	-21.2%	·
- CC(=O)Nc1ccc(-c2csc(Nc3ccc(Cl)cn3)n2)cc1
  ?	?	-1.7%	-12.8%	-6.8%[9.22 µM]	-6.6%	-41.7%[inhibitor]	-14.9%
- CCOC(=O)Cc1c(C)nc2cc(-c3ccc(C)cc3)[nH]n2c1=O
  ?	-7.0%	?	i	-6.1%	3.7%	?	·
- O=C(NCC1CCCO1)C1CCN(S(=O)(=O)c2cccc3cccnc23)CC1 (stereo unspecified)
  -16.6%	-3.7%	1.6%	5.7%	-11.3%	3.7%	-3.6%	21.9%
- O=[N+]([O-])c1ccc(N2CCOCC2)c(S(=O)(=O)N2CCOCC2)c1
  -2.8%	5.5%	3.6%	-2.0%	6.5%[9.22 µM]	7.6%	-36.8%	·
- Cc1ccc(Oc2cc([N+](=O)[O-])cc3c2C(=O)Nc2ccccc2O3)cc1
  5.3%	?	1.1%	-8.2%	?	-2.5%	-63.0%[inhibitor]	-25.5%
- O=C(O)c1n[nH]c2ccccc12
  -3.8%	-7.1%	3.6%	2.6%	-13.7%	7.7%	-1.6%	0.8%
- COc1ccc(/C=C(/C#N)C(=O)Nc2ccc(C)cc2C)cc1C(=O)O
  -0.1%	-25.8%	4.2%	-7.7%	-7.1%	3.4%	-6.0%	7.9%
- COC(=O)c1ccc2c(=O)n(CCCN3CCOCC3)c(=S)[nH]c2c1
  -5.8%	-7.1%	?	2.6%	1.4%	3.9%	-11.4%	3.9%
- CCc1c(C)nc2cc(-c3ccc(OC)c(OC)c3)nn2c1NCC1CC1
  1.5%	4.2%	?	-1.6%	?	1.0%	-0.3%	·
- COc1cccc(/C=C(\CC(=O)O)c2nc3ccccc3s2)c1
  ?	-4.9%	-3.4%	i	?	-2.1%	-2.3%	·
- O=C(NNC(=S)Nc1ccc(Cl)cc1)c1cccs1
  -11.5%	?	11.2µM*	-6.3%	·	-0.2%	·	-6.2%
- NNC(=O)CS(=O)(=O)CS(=O)(=O)CC(=O)NN
  45.9%[activator]	1.8%	?	i	?	·	·	-1.7%
- COc1cc(OC)cc(-c2cc3nc4c(c(N5CCN(c6ncccn6)CC5)n3n2)CCCC4)c1
  ?	-9.3%	?	-3.7%	14.8%	-1.9%	-16.0%	6.1%
- CNC(=O)CNC(=O)Nc1ccc(C)cc1
  14.8%	6.1%	-3.3%	-1.0%	21.7%[46 µM]	-3.8%	13.1%	27.3%
- Cc1cccc(C)c1NC(=O)CSc1nnc(C)n1CC1CCCO1 (stereo unspecified)
  7.1%	7.6%	?	i	8.8%[46 µM]	5.0%	0.9%	10.0%
- CC(C)=CC(=O)OCC(=O)Nc1cc(C)cc(C)c1
  -1.7%	-13.5%	-5.3%	i	·	0.6%	-0.2%	38.7%[activator][11.4 µM]

# 2 compounds picked at random from the list so far:
# Values run as follows: JMJD2E inh	Tau fibril ThT	ALDH1A1 inh	RECQ1 inh	LMNA splice mod	Luc counter	SMN2 splice up	L3MBTL1 inh
- COC(=O)c1ccc2c(=O)n(CCCN3CCOCC3)c(=S)[nH]c2c1
  -5.8%	-7.1%	?	2.6%	1.4%	3.9%	-11.4%	3.9%
- CCOC(=O)Cc1c(C)nc2cc(-c3ccc(C)cc3)[nH]n2c1=O
  ?	-7.0%	?	i	-6.1%	3.7%	?	·

# Further entries follow:
# Values run as follows: JMJD2E inh	Tau fibril ThT	ALDH1A1 inh	RECQ1 inh	LMNA splice mod	Luc counter	SMN2 splice up	L3MBTL1 inh
- O=C(c1ccc(F)cc1)N(c1ccccn1)C1CCCCC1
  3.3%	0.5%	?	21.4%	·	-1.5%	-18.0%	0.4%
- CC(C)=CCN1CCN(Cc2ccc(C)s2)CC1CCO (stereo unspecified)
  3.9%	1.2%	14.4%	i	?	-1.1%	-4.9%	13.4%
- Cc1cc(C)c(S(=O)(=O)NCCC2CCCN2C)c(C)c1 (stereo unspecified)
  -2.1%	-9.3%	-1.7%	-5.6%	1.4%	-7.7%	-2.7%	-10.0%
- O=C(/C=C/c1ccccc1)Nc1sc2c(c1C(=O)O)CCC2
  3.4%	10µM*	·	-0.9%	·	·	·	-16.9%
- COc1ccc(/C=C/C(=O)NCC(=O)N/N=C(\C)Cc2ccccc2)cc1
  14.2%	-11.1%	·	-0.4%	·	·	·	1.3%
- Cc1cc(C)c2c(NC(=O)CCl)nn(C)c2n1
  ?	-0.9%	?	-0.5%	22.4%[46 µM]	-1.6%	-66.5%[inhibitor]	24.5%
- Cc1ccc(-n2c(C)cc(C(=O)CN3CCCCC3)c2C)cc1
  -21.4%	-3.4%	-24.2%	7.4%	1.9%	-1.5%	-32.2%[inhibitor]	-8.7%
- COC(=O)CSc1ncc(OC)c(OC)n1
  4.7%	0.4%	-2.8%	-5.2%	1.2%	-2.5%	-11.3%	-4.6%
- NC(=S)N/N=C1\CC(c2ccc3c(c2)OCCO3)Oc2ccc(F)cc21 (stereo unspecified)
  3.6%	-3.3%	·	i	·	·	·	-6.8%
- C/C(=N\Nc1nnc(-c2ccccc2)c(-c2ccccc2)n1)c1cccc([N+](=O)[O-])c1
  -17.6%	?	?	-3.2%	?	-6.9%	8.0%	1.4%
- CCC(C)c1ccc(Nc2ncccc2C#N)cc1 (stereo unspecified)
  -15.4%	-12.3%	?	-13.1%	15.8%	-6.5%	?	51.3%[activator]
- Cc1ccc(-c2nn(-c3ccccc3)cc2/C=C/C(=O)Nc2nccs2)cc1
  ?	-2.9%	?	-4.6%	-1.4%	-0.4%	-14.3%	12.3%
- Cc1ccc(NC(=O)COC(=O)Cn2nc(C)c([N+](=O)[O-])c2C)c([N+](=O)[O-])c1
  -7.0%	-3.1%	8.0%	-6.8%	4.5%	1.8%	-35.1%	-15.7%
- Cc1cc(C)nc(N2N=C(CSc3ccc(Cl)cc3)CC2=O)n1
  2.0%	?	10.1%	-6.4%	3.0%[46 µM]	-1.7%	-2.4%	·
- CCN(CC)S(=O)(=O)c1ccc(OC)c(NC(=O)C(C)Oc2ccc3c(C)cc(=O)oc3c2)c1 (stereo unspecified)
  ?	-2.7%	?	-3.5%	-7.6%	1.1%	-10.9%	?
- Cn1cnc([N+](=O)[O-])c1NCc1ccccc1
  4.2%	-4.9%	·	-1.5%	·	·	·	9.0%
- Cc1nonc1OC(C)CNCCNc1ccc([N+](=O)[O-])cc1 (stereo unspecified)
  -5.6%	-8.6%	?	i	6.2%[46 µM]	·	·	-13.6%
- O=C(Cn1cc2c(n1)CCCC2)Nc1ccccc1Br
  4.8%	-19.0%	1.9%	-15.7%	2.7%	0.0%	1.6%	·
- CCn1cc(/C=C/C(=O)Nc2c(C)nn(Cc3ccccc3)c2C)cn1
  1.2%	21.1%	?	i	?	-1.3%	-17.2%	29.1%
- CCOCCCNC(=O)Cc1c(C(=O)O)[nH]c2ccc(Cl)cc12
  ?	-3.5%	-4.5%	i	-2.3%	3.2%	6.7%	13.3%
- Cc1cc2c(NC(=O)Nc3ccccc3)cccc2nn1
  ?	?	·	?	·	·	·	-23.1%

# A portion of the library; count on the stated rates, not on these rows.
